# dFosB activator: activators of delta FosB homodimer, primary screen, biochemical, fluorescence polarization, TAMRA-CDK5 oligo, single point; Protein FosB (Mus musculus), P13346; purified delta FosB; percent of positive-control signal above neutral wells; activation, % at 25 µM; 340,000 tested, 0.99% active;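 active = mean activation above about 17%, with every replicate also reaching it, limit read from the data, passing the limit was not always enough; inconclusive = only one of the two conditions met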;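 also: fluorescence polarization rise as delta FosB binds a TAMRA Cdk5 AP-1 oligo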
# NSD2 inh: NSD2 histone methyltransferase inhibitors, primary screen, biochemical, AlphaScreen, single concentration, set 2 | Histone-lysine N-methyltransferase NSD2 (Homo sapiens), O96028 | NSD2 peptide methylation, 120 min | inhibition, % at 12.5 µM | 310,000 tested, 0.54% active; in the data active = inhibition above about 50%
# SUMO Mot1 rescue: yeast Mot1-301 growth rescue at high temperature, primary screen, SUMOylation pathway inhibitor project, S. cerevisiae, ATP luminescence, 38.5C; AID 2716, 2010; S. cerevisiae Mot1-301 growth rescue; percent above DMSO median, 100 means doubled; growth rescue, % at 18.8 µM; 320,000 tested, 1% active;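 active = every valid replicate shows activation above 250% relative to neutral control wells; inactive = the rest, any valid replicate at or below 250%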;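 also: OY570 slx delta 5 strain wells were the positive control but not used for scaling; some compounds called inactive have numbers as strong as hits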
# PvdQ inh: P. aeruginosa PvdQ acylase inhibitors, primary screen, biochemical, fluorescence, plate reader and imaging, single point; PvdQ acylase [Pseudomonas aeruginosa LESB58]; purified PvdQ acylase; inhibition, % at 10 µM; 340,000 tested, 0.063% active; AID 488965, 2010; in the data active = inhibition above about 30%, passing the limit was not always enough; inconclusive = no clear call, values can overlap the other calls;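 also: 0% = vehicle neutral wells and 100% = reference inhibitor wells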
# RTF Ca sens act: cardiac RTF calcium sensitivity activators, primary screen, biochemical, IANBD-TnC fluorescence, EC20 calcium; 340,000 tested, 0.24% active; IANBD-labeled TnC RTF fluorescence at EC20 calcium; 0% EC20 calcium, 100% full calcium; AID 493008, 2010; Troponin I, cardiac muscle (Homo sapiens) + Troponin T, cardiac muscle (Homo sapiens) + …; activation, % at 7.2 µM;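 active = activation above the mean over all tested compounds plus 3 SD, cut at about 30% in these data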;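 also: rise in fluorescence read as greater calcium sensitivity of cardiac thin filaments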
# CDK5 p35 inh: inhibitors of human CDK5/p35 kinase, primary screen, biochemical, single concentration | Recombinant CDK5/p35, ADP-Glo luminescence, 60 min | inhibition, % at 10 µM | 330,000 tested, 0.01% active | AID 488839, 2010;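 active = highest replicate inhibition of at least 50% and at least 75% of replicates reaching 50%; inconclusive = only one of the two criteria met; inactive = both criteria failed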;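 also: plate controls were DMSO neutral control for no effect and GW8510 at 10 µM for full effect; many of its hits are not listed in these tables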
# PfHsp90 set2: growth inhibition of PfHsp90-expressing yeast, primary screen, antimalarial PfHsp90 inhibitor project, S. cerevisiae, BacTiter-Glo luminescence, single point, set 2; 310,000 tested, 0.32% active; inhibition, % at 9.4 µM; BacTiter-Glo ATP, 48 h; yeast lacking PDR1 and PDR3 efflux regulators;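 active = every replicate shows inhibition above about 80%, whatever the replicate mean, limit read from the data; inconclusive = mean inhibition reaches the set limit but some replicate falls short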;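 also: 0% = DMSO neutral controls and 100% = 20 µM radicicol positive controls; yeast relying on Plasmodium falciparum Hsp90 in place of its own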
# Keap1 Nrf2 FP: Keap1-Nrf2 protein-protein interaction inhibitors, primary screen, biochemical, fluorescence polarization, single point; inhibition, % at 9.4 µM; 340,000 tested, 0.15% active; Keap1 Kelch-Nrf2 peptide fluorescence polarization, 1536-well; Kelch-like ECH-associated protein 1 (Homo sapiens), Q14145; in the data active = inhibition above about 12%; inconclusive = no clear call, values can overlap the other calls; inactive = below about 7.3%;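 also: human Keap1 Kelch domain with fluorescein labeled Nrf2 9mer peptide probe; 0% = neutral control wells and 100% = peptide positive control; higher means more block of Keap1 binding to Nrf2 peptide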
# Target sequence (Q14145 whole entry, looked up, the tested form may be a part): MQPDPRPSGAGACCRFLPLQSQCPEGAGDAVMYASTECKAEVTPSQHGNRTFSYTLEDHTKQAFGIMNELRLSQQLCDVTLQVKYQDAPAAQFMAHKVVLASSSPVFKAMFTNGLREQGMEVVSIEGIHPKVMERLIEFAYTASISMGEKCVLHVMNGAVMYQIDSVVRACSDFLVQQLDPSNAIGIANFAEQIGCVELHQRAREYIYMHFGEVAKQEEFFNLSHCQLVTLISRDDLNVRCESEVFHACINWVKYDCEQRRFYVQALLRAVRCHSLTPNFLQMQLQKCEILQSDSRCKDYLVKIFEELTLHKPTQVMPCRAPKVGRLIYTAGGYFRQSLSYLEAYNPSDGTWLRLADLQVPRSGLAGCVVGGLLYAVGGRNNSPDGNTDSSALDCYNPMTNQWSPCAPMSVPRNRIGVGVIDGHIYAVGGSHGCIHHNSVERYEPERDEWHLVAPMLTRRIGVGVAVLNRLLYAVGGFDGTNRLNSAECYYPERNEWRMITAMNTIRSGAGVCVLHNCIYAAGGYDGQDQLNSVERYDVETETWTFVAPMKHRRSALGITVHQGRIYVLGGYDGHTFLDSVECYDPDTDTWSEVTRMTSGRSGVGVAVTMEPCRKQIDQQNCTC
# Cardiac RTF inh: cardiac RTF calcium sensitivity inhibitors, primary screen, biochemical, IANBD-TnC fluorescence, EC70 calcium; 340,000 tested, 0.12% active; AID 493244, 2011; IANBD-labeled cardiac RTF, Ca2+ fluorescence; inhibition, % at 7.15 µM; Troponin I, cardiac muscle (Homo sapiens) + Troponin T, cardiac muscle (Homo sapiens) + …;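 active = inhibition above the mean inhibition of all tested compounds plus 3 SD, cut at about 17% in these data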;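 also: assay run at fixed EC70 calcium of 1.6 mM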
# Rtt109 HAT inh: inhibitors of C. albicans Rtt109/Vps75 HAT, primary screen, biochemical, ThioGlo CoA-SH fluorescence, plate reader | Histone acetyltransferase RTT109 (Candida albicans (strain SC5314 / ATCC MYA-2876)), … | purified Rtt109/Vps75, 4 h | inhibition, % at 34.9 µM | 330,000 tested, 0.16% active | AID 540336, 2011;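 active = inhibition of at least 50% in every replicate; inconclusive = best replicate reaches 50% inhibition but some replicates fall short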
# Target sequence (Q5AAJ8 whole entry, looked up): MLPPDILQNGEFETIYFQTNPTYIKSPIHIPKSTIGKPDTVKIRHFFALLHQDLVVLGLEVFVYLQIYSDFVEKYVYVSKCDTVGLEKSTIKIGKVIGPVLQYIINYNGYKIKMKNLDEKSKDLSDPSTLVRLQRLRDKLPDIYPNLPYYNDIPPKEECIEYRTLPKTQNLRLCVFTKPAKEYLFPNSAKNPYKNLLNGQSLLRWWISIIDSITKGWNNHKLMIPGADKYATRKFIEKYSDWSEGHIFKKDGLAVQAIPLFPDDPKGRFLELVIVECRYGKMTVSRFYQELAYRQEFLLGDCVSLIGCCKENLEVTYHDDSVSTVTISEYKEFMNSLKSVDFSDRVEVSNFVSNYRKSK
# C-LANA FP: inhibitors of KSHV C-LANA binding to DNA, primary screen, biochemical, fluorescence polarization, FAM-LBS DNA, MBP-C-LANA, single point. Kaposi's sarcoma herpesvirus LANA C-terminal domain (residues 932-1162) DNA binding. inhibition, % at 9 µM. 340,000 tested, 0.078% active. AID 504423, 2011;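 active = highest replicate inhibition at or above 60% at 9 µM, even if other replicates fall short; inactive = all replicates below 60% inhibition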;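 also: 0% = neutral control wells and 100% = 4 µM acridine orange control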
# * = called active by the depositor; ? = inconclusive; · = no result given; + = active, no number.
nr	SMILES	dFosB activator	NSD2 inh	SUMO Mot1 rescue	PvdQ inh	RTF Ca sens act	CDK5 p35 inh	PfHsp90 set2	Keap1 Nrf2 FP	Cardiac RTF inh	Rtt109 HAT inh	C-LANA FP
1	O=C(Cn1cc(S(=O)(=O)Cc2cccc(F)c2)c2ccccc21)N1CCOCC1	3	-1	11	1	-1	-0.6	3	-2	1	6	-0.4
2	O=C(O)CSc1nc(-c2ccc(Cl)cc2)nc2c1oc1ccccc12	-47	1	8	-8	-1	0.2	64	-6	3	10	2.8
3	Nc1nnc(CSc2ccc(Cl)cc2)s1	10	-2	-1	-2	2	1.0	-5	1	-5	0	0.0
4	Cc1ccc(Oc2nc3ccccc3n3c(C)nnc23)c(C)c1	10	-5	·	4	-1	1.5	-35	3	4	-3	0.0
5	CN1CCN(CC(=O)NC23CC4CC(CC(C4)C2)C3)CC1	-3	5	4	-3	-1	0.7	5	2	-2	-15	-0.4
6	CC(NC(=O)C1CCC1)c1ccc(Cl)cc1 (centres undefined)	-4	3	-2	7	-8	2.8	20	3	6	-8	2.0
7	COc1cccc(-n2c(Cc3cc(=O)[nH]c(=O)[nH]3)nnc2SC(C)C)c1	1	·	2	-1	-2	1.0	-8	6	-18	-3	8.2
8	Cc1cnc(CN2CCCC(C(=O)c3ccc4c5c(cccc35)CC4)C2)[nH]1 (centres undefined)	-7	7	-13	-1	-3	-1.0	12	-2	-5	-15	0.0
9	COC(=O)c1sccc1NC(=O)Nc1ccc(OC)cc1OC	-8	1	8	-5	0	0.4	8	-2	2	-3	0.9
10	CCOC(=O)N1CCN(C(=O)c2ccc(OC)c(OC)c2)CC1	4	3	+	-4	5	0.8	10	3	4	-16	-1.2
11	Cn1nnnc1SCc1nc2scc(-c3ccccc3)c2c(=O)[nH]1	-7	0	-5	-6	-2	0.0	22	-4	2	-1	0.5
12	O=C(NCc1ccc(F)cc1)c1cc2c(s1)CCCC2	-11	·	41	-13	-4	-2.8	1	-6	-23	10	1.6
13	O=C(CSc1nc2c(sc3ccccc32)c(=O)n1CCCN1CCCC1)NCc1ccccc1	-21	9	159	-16	7	1.2	·	-2	-7	-19	-2.1
14	C[C@]1(C(=O)NCCCNc2ncc(C(F)(F)F)cc2Cl)C=C[C@@H](Cc2ccccc2)N1C(=O)c1ccccc1	5	·	11	-9	-1	0.4	-15	1	-18	1	-5.2
15	CCCCn1c(N)c(N(CCC(C)C)C(=O)CSc2nc3ccccc3n2C)c(=O)[nH]c1=O	?	-4	·	9	1	-0.8	-7	-3	8	12	6.1
16	C=C1c2cccc(OC)c2O[C@H](C(=O)OCC)[C@@H]1CCCCCC	-16	·	·	-19	4	1.0	-21	-3	-6	-15	0.5
17	CCOC(=O)C1CCCN(C(=O)COc2ccccc2O)C1 (centres undefined)	0	-1	-28	-10	7	-0.6	7	0	-3	-15	-1.1
18	CC(=O)Nc1nc2ccccc2n1CCN(C)C	1	0	8	-1	1	-0.3	-2	2	-2	-2	-1.0
19	O=C(Nc1ccc2c(c1)OCO2)C1CC(=O)N(c2ccc3c(c2)OCCO3)C1 (centres undefined)	-9	-1	-7	-14	4	-0.7	8	1	-1	-17	-1.4
20	O=C(CN1C(=O)CCSc2ccccc21)Nc1ccc2c(c1)OCCO2	7	0	170	7	-3	0.4	13	0	0	29	1.7
21	CCOc1ccc(N/C(SC)=C(/C#N)C(N)=O)cc1	9	13	27	-1	5	1.2	8	2	-5	2	-0.7
22	Cn1cccc1C(=O)NC(=O)COC(=O)CC12CC3CC(CC(Br)(C3)C1)C2	-9	11	-14	-12	0	0.2	6	2	-1	1	-1.4
23	Cc1ccc(NC(=O)c2cc(S(=O)(=O)N3CCOCC3)ccc2Cl)cc1S(=O)(=O)N1CCOCC1	0	-2	·	-16	2	0.1	-12	0	-2	16	1.8
24	O=C(CSc1cn(CCNC(=O)c2cccs2)c2ccccc12)NC1CCCCC1	3	·	-7	3	4	-1.0	-5	3	3	10	0.9
25	Nn1c(SCC(=O)N2CCOCC2)nnc1-c1ccc(Cl)cc1Cl	-6	-1	33	-6	0	0.4	·	-2	2	-9	1.2
26	OC(COc1ccc(Cl)cc1)CN1CCN(c2cccc(Cl)c2)CC1 (centres undefined)	-10	-2	-8	-2	11	-8.0	0	-4	-4	9	2.4
27	CCN(C(=O)COC(=O)c1ccc(O)cc1O)c1c(N)n(Cc2ccccc2)c(=O)[nH]c1=O	-5	-1	-12	-2	0	-1.0	12	-7	-1	0	-1.4
28	CCCN(CCC)C(=O)CSc1ncccc1C(=O)O	4	6	399*	-2	-3	-0.6	8	0	9	-7	-0.8
29	CCCc1cc(=O)oc2cc(C)cc(OC(C)C(=O)N[C@@H](Cc3c[nH]c4ccccc34)C(=O)O)c12 (some centres undefined)	-3	·	20	-1	3	0.3	2	-6	-1	6	2.2
30	Cc1ccc(S(=O)(=O)NCC(=O)NCc2cc(=O)n(C)c(=O)n2C)cc1C	-8	37	6	-5	1	0.5	-9	-6	-16	-3	-0.3
31	CN(CC(=O)NC1CCCc2ccccc21)S(=O)(=O)c1ccc2c(c1)c(=O)n(C)c(=O)n2C (centres undefined)	0	·	12	-4	-3	0.9	-5	1	0	7	-0.8
32	CCc1ccc(C(=O)NNc2cc(Cl)ccc2Cl)cc1	10	-4	60	-17	16	0.8	29	-4	5	5	0.3
33	CC(=O)c1c(N2CCN(c3ccc(F)cc3)CC2)nc(=S)n(-c2ccccc2)c1C	-6	1	-8	-15	4	0.8	-8	-12	7	?	1.9
34	CCOC(=O)CCc1c(C)c(C#N)c2nc3ccccc3n2c1-n1ccnc1C	2	-2	348	21	5	0.2	-2	-4	-3	6	-0.7
35	C/C(=N\NC(=S)Nc1cc(S(=O)(=O)N2CCOCC2)ccc1Cl)c1ccc(N2CCOCC2)cc1	-12	7	-22	-6	-3	1.2	8	-3	3	-3	-11
36	Cc1ccc(-n2[nH]c(C)c(C=Nc3ccc(S(=O)(=O)Nc4nc(C)cc(C)n4)cc3)c2=O)c(C)c1	0	10	9	1	-1	-1.4	11	7	4	5	1.4
37	CCCOc1ccc(C(=O)C(CN2CCCC2)c2ccccc2)cc1 (centres undefined)	-4	10	-14	-9	2	-0.1	25	3	-9	-5	-0.3
38	CCc1ccc(-c2csc(NC(=O)C3=NN(c4ccccc4)C(=O)CC3)n2)cc1	-4	1	11	-15	3	-1.1	-16	-3	-1	1	0.5
39	COc1nc(N)nc(CC(=O)C2CC2)n1	1	-2	-6	-13	0	3.0	-2	-4	-2	4	1.4
40	Cc1cnc(NS(=O)(=O)c2ccc(Cl)cc2)c(Br)c1	2	-2	177	-2	3	0.5	-16	-2	1	-8	0.2
41	CC(C1CC1)N(C(=O)NC1CCS(=O)(=O)C1)c1ccccc1 (centres undefined)	2	-1	30	4	2	-0.8	-7	2	-12	-16	-1.5
42	CN(c1ccccc1)S(=O)(=O)c1cccc(NC(=O)CN2C(=O)NC3(CCCCC3)C2=O)c1	-18	-2	-14	0	-3	-3.4	-2	-2	-6	5	-0.1
43	Cc1ccc2c(CC(=O)OCc3nc(N)nc(Nc4ccccc4C)n3)coc2c1	1	1	1	-13	5	0.0	·	-7	7	-4	-0.8
44	O=C(CNC(=O)c1cccc(F)c1)OCC(=O)N1CCN(C(=O)c2ccco2)CC1	-8	-3	9	-2	-4	-0.7	5	-2	-3	4	1.0
45	C[C@H](NC(=O)Nc1ccc2c(c1)OCCO2)C(=O)O	0	0	-4	-1	-7	-0.4	-62	2	-6	4	0.1
46	COc1ccc(CCCc2nnc(SCC(=O)NN)o2)c(C)c1	2	-1	1	-6	-4	-0.3	4	-5	-4	1	-1.0
47	CCOC(=O)c1cc(NC(=O)c2ccccc2)c(=O)oc1C(F)(F)F	-6	-2	·	-10	-5	2.1	19	-5	1	-14	1.6
48	Cn1c(NN)nc2sc3c(c2c1=O)CCC3	0	1	-29	-2	-3	0.7	-10	0	10	7	-0.1
49	COCCn1c(CCC(=O)O)nc2c1c(=O)[nH]c(=O)n2CC(C)C	-6	0	-33	-9	3	0.1	-22	3	4	-8	0.4
50	CCSc1sccc1C1C(C#N)=C(N)N(c2cccnc2)C2=C1C(=O)CCC2 (centres undefined)	-7	8	·	14	5	1.1	·	9	-4	2	4.5

# (cont.)
nr	SMILES	dFosB activator	NSD2 inh	SUMO Mot1 rescue	PvdQ inh	RTF Ca sens act	CDK5 p35 inh	PfHsp90 set2	Keap1 Nrf2 FP	Cardiac RTF inh	Rtt109 HAT inh	C-LANA FP
51	CCOc1ccc(NC(=O)c2cc(S(=O)(=O)N3CCOCC3)cs2)cc1	0	-1	-5	-11	3	-2.1	-19	-4	6	6	-2.7
52	COCCC(=O)N1CCC(Oc2ccc(C(=O)NCc3cccc(C)n3)cc2)CC1	4	2	-11	3	2	0.5	12	-3	2	31	0.6
53	C/C(=N\NC(=O)c1nc(C)cc(C)n1)c1ccccc1	2	-1	315	2	-7	1.3	10	2	-5	2	2.3
54	CCOc1ccc2nc(SCC(=O)NCC3CCCO3)c(C#N)cc2c1 (centres undefined)	-1	-4	-28	-13	1	0.5	-28	-5	2	-2	0.3
55	O=C(Nc1ccccc1F)C1CCCN(S(=O)(=O)c2ccccc2)C1 (centres undefined)	-5	-2	-10	-11	7	-0.4	-23	-1	0	-5	-3.4
56	CSc1nc(=S)n(-c2ccc([N+](=O)[O-])cc2)c(C)c1C(C)=O	1	-3	283	-9	5	0.1	13	4	-3	4	-0.6
57	Cc1ccc(C(=O)OCC(=O)NC2CC2)cc1S(=O)(=O)N1CCOCC1	-2	-1	-16	-7	2	1.5	-3	-4	-20	2	0.4
58	NC(=O)N/N=C/c1ccccc1OC(=O)c1cc2ccccc2oc1=O	2	-6	246	9	-1	-0.7	-3	2	-2	7	-0.7

# Compound activity (PubChem)
